Bioassay records deposited in PubChem BioAssay by several laboratories.
MrgX1 antagonist: blocks BAM8-22 activation of human MrgX1 receptor | Q96LB2 | MRGX1-HEK293 calcium flux, Fluo-4, BAM8-22 antagonism; active compounds read low | B-score at 10 µM | hit rate 1.3% among 310,000 | AID 588676;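 active means calcium-response B-score plate-corrected more than 3 library SD below zero, starting fluorescence within 5 deviations, no agonist response on first addition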;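 further: peak minus trough fluorescence over baseline after final BAM8-22 challenge near maximal dose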
TRPC4 potent: allosteric potentiators of mouse TRPC4 channel. HEK293 TRPC4beta/mu-opioid, DAMGO EC20, Fluo-4 Ca2+ flux; active compounds read high. B-score at 10 µM. AID 2227. Q9QUQ5. hit rate 0.42% among 310,000;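 active means B-score of calcium response area above 5 SD of library B-scores, with initial fluorescence ratio within 5 SD of library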;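 further: B-score of integrated fluorescence ratio over time as area under calcium response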
TRPC6 inh: blocks the mouse TRPC6 cation channel | Q61143 | HEK293-TRPC6, membrane potential dye, ACh-evoked depolarization; active compounds read low | B-score at 10 µM | hit rate 1.1% among 310,000 | AID 2553;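 active means B-score under library mean minus 3 SD, initial fluorescence not abnormally high, positive integrated signal ratio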;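 further: B-score derived from integrated fluorescence ratio over the kinetic read; more negative B-score means stronger inhibition of depolarization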
Target sequence (Q61143 whole entry, looked up): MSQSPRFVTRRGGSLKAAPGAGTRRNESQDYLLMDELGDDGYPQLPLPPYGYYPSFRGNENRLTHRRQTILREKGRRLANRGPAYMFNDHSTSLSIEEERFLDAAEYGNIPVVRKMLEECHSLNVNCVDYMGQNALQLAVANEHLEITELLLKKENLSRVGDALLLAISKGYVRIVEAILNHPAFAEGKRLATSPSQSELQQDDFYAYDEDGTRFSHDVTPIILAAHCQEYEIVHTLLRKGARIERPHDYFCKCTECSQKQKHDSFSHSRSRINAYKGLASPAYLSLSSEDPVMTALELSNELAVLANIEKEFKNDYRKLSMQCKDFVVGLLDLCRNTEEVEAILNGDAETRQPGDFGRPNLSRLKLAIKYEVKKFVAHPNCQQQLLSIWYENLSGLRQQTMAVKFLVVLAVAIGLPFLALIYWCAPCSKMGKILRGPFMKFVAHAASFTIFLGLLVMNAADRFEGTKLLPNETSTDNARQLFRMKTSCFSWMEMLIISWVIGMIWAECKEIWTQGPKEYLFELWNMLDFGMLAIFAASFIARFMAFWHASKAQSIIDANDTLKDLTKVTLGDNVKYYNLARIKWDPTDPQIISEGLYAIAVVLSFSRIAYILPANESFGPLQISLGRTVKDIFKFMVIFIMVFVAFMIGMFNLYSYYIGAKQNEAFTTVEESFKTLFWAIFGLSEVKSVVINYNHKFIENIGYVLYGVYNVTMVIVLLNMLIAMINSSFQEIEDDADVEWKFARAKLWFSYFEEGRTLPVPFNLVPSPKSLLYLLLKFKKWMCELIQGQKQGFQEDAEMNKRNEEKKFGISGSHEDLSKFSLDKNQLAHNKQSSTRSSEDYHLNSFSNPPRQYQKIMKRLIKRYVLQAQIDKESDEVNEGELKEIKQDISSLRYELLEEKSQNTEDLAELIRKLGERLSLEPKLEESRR
TRPC4 act: opens the mouse TRPC4 cation channel | B-score at 10 µM | AID 2237 | Q9QUQ5 | hit rate 0.49% among 310,000 | HEK293 TRPC4beta/mu-opioid, Fluo4 calcium fluorescence; active compounds read high;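 active means B-score above 5 SD of library B-scores, and initial fluorescence ratio not above library mean plus 5 SD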;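 further: positive B-score marks a calcium rise read as TRPC4 activation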
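System: HEK293 cells stably co-expressing mouse TRPC4beta and mu-opioid receptor; Schedule: Fluo4 dye loading 45 min at room temperature, 110 s recording; Detection: Fluo4 fluorescence, kinetic; Evaluation: B-scored integrated calcium fluorescence ratio; Controls: buffer (low) and maximal DAMGO (high).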
TRPC4 block: inhibitors of mouse TRPC4 channel | Q9QUQ5 | HEK293 TRPC4beta/mu-opioid, DAMGO-evoked Fluo4 calcium flux; active compounds read low | B-score at 10 µM | hit rate 0.39% among 300,000;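 active means B-score over 3 SD under the library average, no early fluorescence shift, positive overall ratio signal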
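Assay system: Stable TRPC4beta/mu-opioid receptor HEK293 cells | Reagent: DAMGO in two steps, submaximal then maximal | Compound dosing: Single concentration per test compound | Signal: Fluo4 Ca2+ flux fluorescence | Evaluation: Per-well B score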
TRPC6 act: mouse TRPC6 channel activation; Q61143; HEK293-TRPC6 membrane potential dye fluorescence; active compounds read high; B-score at 10 µM; hit rate 0.13% among 310,000; AID 2550;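 active means B-score of the integrated fluorescence ratio above library mean plus 3 SD, and starting fluorescence ratio within library mean plus 5 SD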;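 further: higher score means more depolarization so channel activation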
MrgX1 PAM: human MrgX1 positive allosteric modulation, primary screen | MrgX1-HEK293, Fluo-4 calcium flux, FDSS; active compounds read high | hit rate 0.63% among 310,000 | B-score at 10 µM;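 active means plate-corrected calcium response at least 3 library SD above typical, normal starting fluorescence, not activating the receptor alone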;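 further: compound read alongside a low EC10 to EC30 dose of BAM8-22 agonist; peak minus trough fluorescence over baseline measured at the second addition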
ANO1 block: inhibitors of mouse TMEM16A calcium-activated chloride channel. Q8BHY3. HEK293 TMEM16A/YFP iodide influx fluorescence, ionomycin. normalized B-score (activity score, 25-100; higher = stronger inhibition) at 10 µM. hit rate 1.2% among 310,000. AID 588511;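 active means ratio plate-corrected score three or more library SD toward inhibition, starting fluorescence score within five deviations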;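 further: score derived from kinetic fluorescence span divided by baseline fluorescence per well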
SKKanGAS inh: inhibitors of SKKanGAS S. pyogenes growth in kanamycin (SK-promoter or general growth effect); AID 1662; hit rate 1.3% among 300,000; BacTiter-Glo, 6 h; inhibition, % at 7.5 µM;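 active means mean replicate score, as percent of positive control median, at least 50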;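 further: strain carries kanamycin resistance gene driven by streptokinase promoter and grows in 40 µg/ml kanamycin; loss of luminescence reflects streptokinase promoter inhibition or plain growth inhibition; 0% = median of DMSO wells and 100% = positive control at its reference dose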
TMEM16A act: mouse TMEM16A channel activation, primary screen; AID 623877; HEK293 TMEM16A/YFP-H148Q/I152L, iodide quench fluorescence; active compounds read low; Q8BHY3; hit rate 0.3% among 340,000; B-score at 10 µM;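 active means fluorescence-ratio B-score plate-corrected deviation score at least 3 library SD below zero, with starting fluorescence score within 5 deviations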;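 further: channel opened by trigger with iodide after compound preincubation; score built on the fluorescence ratio of max minus min over baseline; more negative score means more quench and so TMEM16A activation or potentiation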
MrgX1 agonist: agonists of human MrgX1 receptor | hit rate 0.44% among 310,000 | MrgX1-HEK293 cells, Fluo-4 calcium fluorescence, agonist mode; active compounds read high | Q96LB2 | B-score at 10 µM;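 active means calcium response B-score plate-corrected fluorescence ratio at least 3 library SD, with starting fluorescence B-score inside 5 SD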
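System – MrgX1-expressing HEK293 cells · Incubation – cells plated overnight, dye loaded 0.5 h 37 °C, 0.5 h room temperature · Technique – kinetic Fluo-4 NW fluorescence of intracellular calcium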
Active calls of the source: *; i = inactive; . = not tested or not shown.

SMILES	MrgX1 antagonist	TRPC4 potent	TRPC6 inh	TRPC4 act	TRPC4 block	TRPC6 act	MrgX1 PAM	ANO1 block	SKKanGAS inh	TMEM16A act	MrgX1 agonist
CN(C(=O)CCNC(=O)Cn1cnc2ccccc2c1=O)c1ccc(F)cc1	i	i	i	i	i	i	i	i	2.8	i	i
CC1C(=O)CCN(C(C)C)C1C (stereo not given)	i	i	i	i	i	i	i	i	0.5	i	i
CN(C)CCNCc1ccccc1OC1CCCC1	i	i	i	i	i	i	i	i	0.7	i	i
CCCNCC(O)COc1ccccc1C(=O)CCc1ccccc1 (stereo not given)	i	i	i	i	i	i	i	i	0.3	i	i
COc1ccc(C(=O)COC(=O)Cn2nnc3ccccc32)cc1Br	i	i	i	i	i	i	i	i	5.7	i	i
C=CCNc1nc(NCCN2CCOCC2)nc(N2CCOCC2)n1	i	i	i	i	i	i	i	i	-1.6	i	i
NC(=O)C1CCN(C(=O)C23CC4CC(CC(C4)C2)C3)CC1	i	i	i	i	i	i	i	i	-1.2	.	i
CCCC(=O)Nc1cccc(NC(=O)c2ccccc2Br)c1	i	i	i	i	i	i	i	i	-4.8	i	i
Cc1cc(N2CCOCC2)n2nc(C(F)(F)F)c(-c3ccccc3)c2n1	i	i	i	i	i	i	i	i	-0.6	i	i
COCCN(C(=O)CCC(=O)Nc1cccnc1)C(C(=O)NC1CCCCC1)c1ccccc1 (stereo not given)	i	i	i	i	i	i	i	i	-22.6	.	i
C=C(C)C(=O)NC1=NN(c2ccccc2)C(=O)C1	i	i	i	i	i	i	i	i	-0.5	i	i
Cc1cc(C)nc(-n2nc(C)cc2NC(=O)CNC2CCCCC2)n1	i	i	i	i	i	i	i	i	-3.5	i	i
O=c1[nH]c(-c2ccccc2)nnc1-c1ccccc1	i	i	i	i	i	i	i	i	-1.5	i	i
COc1ccc(-n2c(=S)[nH]c3cc(C(=O)O)ccc3c2=O)cc1	i	i	i	i	i	i	i	i	2.5	i	i
c1ccc2c(c1)CCCN2Cc1nnc2n1CCCCC2	i	i	i	i	i	i	i	i	-5.9	i	i
COc1ccccc1OCCC(=O)OCC(=O)NCc1ccccc1	i	i	i	i	i	i	i	i	-2.6	i	i
O=C(C1COc2ccccc2O1)N1CCOCC1 (stereo not given)	i	i	i	i	i	i	i	i	4.4	i	i
Cc1ccc(OCC(=O)Nc2cccc(C)n2)c(C)c1	i	i	i	i	i	i	i	i	-6.8	i	i
CCOC(=O)N1N=C(c2ccccc2)CC1(O)C(F)(F)F (stereo not given)	i	i	i	i	i	i	i	i	-2.1	i	i
O=C(CSc1nnc(-c2ccccc2O)o1)N1CCc2ccccc2C1	i	i	i	i	i	i	i	i	-10.0	i	i
COCc1ccc(C(=O)N2CCCC(Nc3ccc(C(C)C)cc3)C2)s1 (stereo not given)	i	i	i	i	i	i	i	i	-5.9	i	i
COc1ccc(OC)c(NC(=O)CSc2ccc3ccccc3c2)c1	i	i	i	i	i	i	i	100*	7.2	i	i
Cc1ccc(C(=O)OC2CCCN(C)C2)cc1 (stereo not given)	i	i	i	i	i	i	i	i	0.0	i	i
CNS(=O)(=O)c1cc(NC(=O)CCCNC(=O)c2ccc(Cl)cc2)ccc1C	i	i	i	i	i	i	i	i	-4.5	i	i
Cc1cc(C(=O)OC2CCOC2=O)c2ccccc2n1 (stereo not given)	i	i	i	i	i	i	i	i	-6.6	i	i

Continuation.
SMILES	MrgX1 antagonist	TRPC4 potent	TRPC6 inh	TRPC4 act	TRPC4 block	TRPC6 act	MrgX1 PAM	ANO1 block	SKKanGAS inh	TMEM16A act	MrgX1 agonist
O=C(Nc1ccc2c(c1)OCCO2)c1cc(F)c(F)cc1Cl	i	i	i	i	i	i	i	i	3.4	i	i
O=C(NC1CCCC1)c1cc2nc(-c3ccccc3)cc(-c3ccccc3)n2n1	i	i	i	i	i	i	i	i	10.9	i	i
Cc1ccc(C(=O)Nc2nc(C(C)(C)C)cs2)s1	i	i	i	i	i	i	i	i	10.4	i	i
COc1cccc(C(=O)NC(=S)Nc2ccc(N(C)C)cc2)c1	i	i	i	i	i	i	i	i	36.5	i	i
O=C(NCc1ccco1)c1cc(C(=O)C2CCCCC2)c[nH]1	i	i	i	i	i	i	i	i	-9.9	i	i
O=C(Nc1ccccc1C(=O)N1CCN(Cc2ccccc2)CC1)c1ccccn1	i	i	i	i	i	i	i	i	-1.0	i	i
CCCCN1C(=O)/C(=C2\SC(N3CCCCC3)=NC2=O)c2ccccc21	i	i	i	i	i	i	i	i	24.0	i	i
c1ccc(-c2nc(-n3ccnc3)nc(-n3ccnc3)n2)cc1	i	i	i	i	i	i	i	i	13.9	i	i
COc1ccc(/C=C(\NC(=O)c2ccc(C)cc2)C(=O)N2CCCCC2)cc1	i	i	i	i	i	i	i	i	1.3	i	i
Cc1ccnc(NC(=O)Cc2ccc(F)cc2)n1	i	i	i	i	i	i	i	i	-0.4	i	i
Cc1cccc(Nc2nnc(SCC3CCCCO3)s2)c1 (stereo not given)	i	i	i	i	i	i	i	i	-16.8	i	i
CC1CCCC(C)N1C(=O)COC(=O)CNC(=O)c1ccc(Cl)cc1Cl (stereo not given)	i	i	i	i	i	i	i	i	-4.2	i	i
Cc1ccc(-c2nc(-c3ccc(Cl)cc3)sc2CC(=O)O)c(C)c1	i	i	i	i	i	i	i	i	-13.0	i	i
CSC1=NCCN1S(=O)(=O)c1ccc(C)cc1	i	i	i	i	i	i	i	i	-3.3	i	i
CC(=O)Nc1ccc(NC(=O)Cn2cc3c(n2)CCC(C)C3)cc1 (stereo not given)	.	i	i	i	i	i	.	.	-5.0	.	.
O=c1[nH]cc(N=Cc2cc([N+](=O)[O-])ccc2O)c(=O)[nH]1	i	i	i	i	i	i	i	i	-2.7	.	i
NC(=O)C1=C[C@@H](c2ccc(Br)cc2)C[C@@H](OCc2ccc(CO)cc2)O1	i	i	i	i	i	i	i	i	2.3	i	i
Cc1ccc2nc(-c3ccc(SCC(=O)Nc4nc(C)cs4)nc3)[nH]c2c1	i	i	i	i	i	i	i	i	7.0	i	i
O=C(Nc1ccc(NC(=O)C2CC2)nc1)c1ccco1	i	i	i	i	i	i	i	i	0.9	i	i
CN(C)C(CNC(=O)CCc1nc2ccccc2s1)c1ccccc1 (stereo not given)	i	i	i	i	-7*	i	i	i	-9.2	i	i
O=[N+]([O-])c1cccc(-c2nnnn2-c2cccc(F)c2)c1	i	i	i	i	i	i	i	i	-6.8	i	i
COc1cccc2c1N1C(=O)c3c(C(=O)O)cccc3C1CC2(C)C (stereo not given)	.	i	i	i	i	i	.	.	-1.9	i	.
Cc1ccc(NC(=O)CCC(=O)NNC(=O)/C=C/C(=O)O)c(C)c1	i	i	i	i	i	i	i	i	5.1	i	i
CSc1nc2nc3c(cc2c(=O)[nH]1)C(O)Oc1ccc(C)cc1-3 (stereo not given)	i	i	i	i	i	i	i	i	26.4	i	i
O=C(NCCc1ccccc1)C(c1ccncc1)N(C(=O)c1csnn1)C1CC1 (stereo not given)	i	i	i	i	i	i	i	i	-0.5	i	i

(listing goes on)
SMILES	MrgX1 antagonist	TRPC4 potent	TRPC6 inh	TRPC4 act	TRPC4 block	TRPC6 act	MrgX1 PAM	ANO1 block	SKKanGAS inh	TMEM16A act	MrgX1 agonist
O=C(O)c1ccccc1-c1nc2ccccc2c(=O)[nH]1	i	i	i	i	i	i	i	i	-9.0	i	i
Cc1cc(C)nc(Nc2ccc(N3CCOCC3)cc2)n1	i	i	i	i	i	i	i	i	3.7	i	i
O=C(Nc1ccc(Cc2ccc(NC(=O)C3CC3)c(O)c2)cc1O)C1CC1	i	i	i	i	i	i	i	i	0.8	i	i
O=C(CSCc1ccccc1Br)NNC(=S)NCc1ccco1	i	i	i	i	i	i	i	i	3.4	i	i
COc1ccccc1N1CCN(C(=O)CCS(=O)(=O)c2ccc3c(c2)oc(=O)n3C)CC1	i	i	i	i	i	i	i	i	0.3	i	i
O=C(O)c1ccc(-c2nc3ccccc3s2)o1	i	i	i	i	i	i	i	i	-4.0	i	i
Cc1cccc(OCC(=O)Nc2ccc(C(=O)Nc3ccccc3C(=O)O)cc2)c1C	i	i	i	i	i	i	i	i	57.7*	i	i
Cc1cc(N/N=C/c2ccc(N(C)C)cc2)c2ccccc2n1	i	i	i	i	i	i	i	i	-2.0	i	i
CCc1ccc(OCC(=O)O/N=C(\N)c2ccncc2)c(Br)c1	i	i	i	i	i	i	i	i	-3.6	i	i
O=C(O)c1ccc(Cl)c(S(=O)(=O)Nc2ccccc2N2CCOCC2)c1	i	i	i	i	i	i	i	i	5.4	i	i
CCOCCCNC(=O)/C(C#N)=C/c1ccccc1F	i	i	i	i	i	i	i	i	-0.3	i	i
CCOC(=O)Cn1c(=O)oc2cc(S(=O)(=O)N(C)c3cccc(C)c3)ccc21	i	i	i	i	i	i	i	i	3.0	i	i
COc1ccccc1C1c2[nH]c3ccccc3c2CCN1Cc1cnc(C)s1 (stereo not given)	.	i	i	i	i	i	.	.	1.1	i	.
COc1cccc2c(=O)n(CC(=O)Nc3ccc(F)cc3)ccc12	i	i	i	i	i	i	i	i	-3.6	i	i
O=C(NCCCc1ccccc1)c1cccc(Br)c1	i	i	i	i	i	i	i	i	-0.4	i	i
O=C(NCCCNC(=O)c1cnccn1)c1cccc(Cl)c1	i	i	i	i	i	i	i	i	-1.8	i	i
Cc1n[nH]c(=O)c2c(NC(=O)CSc3ccccc3F)oc(C)c12	i	i	i	i	i	i	i	i	-1.5	i	i
O=C(NC(=S)Nc1ccc2ncccc2c1)c1ccccc1	i	i	i	i	i	i	i	i	-9.2	i	i
CN(C)S(=O)(=O)c1ccc(C(=O)Nc2ccccc2C(=O)O)cc1	i	i	i	i	i	i	i	i	0.2	i	i
CC(C)Cn1c(N)c(C(=O)COC(=O)C2CCCCC2)c(=O)n(C)c1=O	i	i	i	i	i	i	i	i	-2.4	i	i
CCOc1ccccc1NC(=O)CSc1nc2cc(O)ccc2c(=O)n1-c1ccc(OC)c(OC)c1	i	i	i	i	i	i	i	i	23.7	i	i
CCOC(=O)c1cn(CC(=O)Nc2cccc(Cl)c2)nn1	i	i	i	i	i	i	i	i	1.1	i	i
